Source: PubChem
PGC1a acetyl inh = lowers PGC1a acetylation signal in U2OS cells | AlphaScreen anti-acetyl-lysine; with virally co-expressed GCN5 acetyltransferase | inhibition, % at 15.6 µM | actives 0.17% (n = 350,000);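 active = every replicate shows inhibition of at least 40%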;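 also: 0% = neutral control wells and 100% = positive control wells; some results beyond the cut were filed as inactive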
PAX8 reporter = PAX8 transcriptional activity inhibition; RMG-I TPO-luciferase reporter, SteadyGlo, 24 h; inhibition, % at 12.6 µM; actives 1.2% (n = 360,000); AID 652154;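 active = mean replicate inhibition at least 60% with every replicate also reaching 60%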;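 also: luciferase light reporting Pax8 driven TPO promoter activity; plate controls were median of neutral control wells for no effect and mitoxantrone controls for full effect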
Cneo AK release = causes C. neoformans cell lysis; lysis activity, % at 15 µM; actives 0.2% (n = 360,000); adenylate kinase release luminescence, 4 h; normalised: neutral wells 0, clomiphene wells 100;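 active = mean lysis activity across replicates of at least 80%, whatever share of replicates individually reach that level; inactive = mean lysis activity below 80%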
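Assay system: log-phase C. neoformans yeast / Quantity: yeast cell density of 5 × 10^6 cells/mL / Medium: fresh YPD growth medium / Compound: single dose / Timing: static 4 h at 37 °C with compound, 1 h detection / Measured by: adenylate kinase release luminescence / Read-out: lysis from increased AK signal / Benchmarks: Clomiphene as positive lysis control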
ARNT TACC3 PPI = disruptors of human ARNT/TACC3 interaction | Q9Y6A5 | AlphaScreen His-ARNT PAS-B/GST-TACC3 binding, luminescence; TACC3 fragment carries E629A point mutation | inhibition, % at 9.99 µM | actives 0.66% (n = 390,000) | AID 623870;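 active = mean inhibition of replicates at least 50% and at least half of replicates each reaching 50%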;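 also: 0% = complete ARNT plus TACC3 wells and 100% = ARNT alone without TACC3; many hits fall short of the cut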
LGR2 inh = inhibitors of bursicon-induced Drosophila LGR2 receptor cAMP signaling. HEK293 LGR2, CRE-luciferase, bursicon-stimulated, 4 h. inhibition, % at 9.99 µM. actives 0.35% (n = 380,000);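 active = drop in luminescence signal, shown as inhibition above about 50% in the replicate tests, limit read from the data, passing the limit was not always enough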;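 also: agonist challenge used bursicon conditioned medium at about half maximal strength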
Statin myotox sup = suppression of simvastatin myotoxicity | rescue of ATP level, % at 7.49 µM | actives 0.78% (n = 330,000) | AID 602340 | C2C12 myotubes + simvastatin, ATP luminescence, 48 h; scaled: DMSO 0, geranylgeraniol control 100;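 active = mean ATP rescue above about 67%, or every replicate alone reaching that limit, limit read from the data, passing the limit was not always enough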;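 also: myotubes were challenged with 10 µM simvastatin during compound exposure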
PglD DTNB = inhibitors of Campylobacter jejuni PglD acetyltransferase; purified PglD enzyme, DTNB colorimetric CoA detection; inhibition, % at 12.5 µM; AID 602405; actives 0.098% (n = 360,000); in the data active = inhibition above about 16%, passing the limit was not always enough; also: strong numbers were not always called active
GSIS activator = primary screen for activators of insulin secretion dependent on glucose, INS-1E cells, GLuc reporter luminescence | actives 0.61% (n = 370,000) | INS-1E GLuc reporter insulin secretion, 2-3 h | AID 743287 | activation, % at 16.6 µM;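 active = lowest replicate activation of at least 40%, so every replicate reaches that level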;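 also: 0% = median of neutral control wells and 100% = median of IBMX positive control wells; some compounds called inactive have numbers as strong as hits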
An asterisk follows results filed as active; / = not tested or not shown; & = joins results of further samples. Hits appear at their usual frequency. Share with any hit: about 2.9%.

SMILES	PGC1a acetyl inh	PAX8 reporter	Cneo AK release	ARNT TACC3 PPI	LGR2 inh	Statin myotox sup	PglD DTNB	GSIS activator
COc1cccc(CNC(=O)CSc2nnc3c(n2)[nH]c2ccc(OC)cc23)c1	-21	8	1	0	8	14	2	8
Cc1sc2nc(SCC(=O)N(CCO)CCO)n(C3CCCCC3)c(=O)c2c1C	/	/	4	5	-10	-11	1	-1
Cc1cc2oc(C(=O)NCc3ccc4c(c3)OCO4)c(C)c2cc1C	1	/	2	1	/	10	-2	/
COc1ccc(S(=O)(=O)N(C)C[C@H]2Oc3cc(C#CC4CCCC4)ccc3S(=O)(=O)N([C@@H](C)CO)C[C@H]2C)cc1	-18	-2	48	-1	5	-54	1	1
CCn1c(SCC(=O)N/N=C/C=C\c2ccco2)nc2ccccc21	-10	18	0	/	5	0	-10	6
COc1ccc(N2CCN(C(=O)COC(=O)Cc3c(F)cccc3Cl)CC2)cc1	/	-2	0	5	5	2	-3	-12
COc1ccccc1NS(=O)(=O)c1cccc(C(=O)NN=C2CCCC2)c1	/	-3	1	-1	8	-1	-6	-3
Cn1cnc(S(=O)(=O)N2C[C@@H](O)COC[C@H]3O[C@@H](CC(=O)NCc4cc(F)cc(F)c4)CC[C@@H]32)c1	-2	-14	-3	4	-5	8	4	5
CCCc1ccc(OCC(O)CN2CCCC2)cc1 (configuration not stated)	21	19	2	2	7	-5	-1	6
CCCC(=O)Nc1ccc2c(c1)OC[C@@H](C)N(Cc1ccc(F)cc1)C[C@@H](C)[C@@H](OC)CN(C)C2=O	-22	-4	1	-1	-6	42	-1	-7
CCNC(=O)C1(C)CCCN(C(=O)c2ccc(C(F)(F)F)nc2C)C1 (configuration not stated)	6	2	-1	/	10	0	4	-6
Cc1ccc(N2CCN(S(=O)(=O)c3ccc(-n4cnnn4)cc3)CC2)c(C)c1	11	6	3	-1	2	-4	0	34
COc1ccc(NC(=O)C/C(C)=N/NC(=O)c2cnccn2)cc1	-7	-17	/	-4	16	/	/	-6
COc1ccc(CCNC(=O)C2CC(c3ccc(C(F)(F)F)cc3)=NO2)cc1 (configuration not stated)	/	-2	7	-1	3	17	0	-1
C[C@@H]1CN([C@H](C)CO)C(=O)Cc2cc(NC(=O)Cc3cn(C)c4ccccc34)ccc2O[C@@H]1CN(C)Cc1ccncc1	4	-2	0	-4	4	6	3	14
COc1ccc(NC(=O)Nc2ccc3c(c2)C(=O)N([C@@H](C)CO)C[C@@H](C)[C@@H](CN(C)C(=O)NC2CCCCC2)O3)cc1	4	-1	-8	3	-2	-3	4	-13
Cc1ccc(Nc2ncnc3nc[nH]c23)cc1Cl	18	-211	6	-19	-37	-3	/	0
N/C(CC(=O)Nc1ccc(F)cc1F)=N\OC(=O)c1cccs1	/	19	/	-7	4	/	/	-3
CCn1c(SCC(=O)N2CCc3ccccc32)nnc1-c1ccco1	-17	/	0	2	/	-2	-4	/
C[C@H](CO)N1C[C@H](C)[C@@H](CN(C)Cc2ccncc2)Oc2ccc(NC(=O)Cc3cn(C)c4ccccc34)cc2CC1=O	-1	-11	2	-3	3	21	-6	-24
CCN(CC)C(=O)[C@H]1C[C@H](CC(=O)NCc2ccco2)C(=O)N2CCc3c([nH]c4cc(CCC(=O)N(C)C)ccc34)[C@]12C	/	-4	1	-5	-10	8	3	-5
CCCCC[C@@H]1C=C(C(=O)O)[C@H](c2cccc(C)c2)N1S(=O)(=O)c1ccc(C)cc1	15	14	0	2	1	0	-1	-5
Cc1cccc(NC(=O)CN2C(=O)NC3(CCCCCCC3)C2=O)c1C	1	-12	0	-3	-16	1	-2	7
COc1ccc(CNC(=O)CC23CC4CC(CC(C4)C2)C3)cc1OC	/	10	-2	-5	-11	-3	1	-2
Cc1nn(-c2ccccc2)c(C)c1C(=O)Oc1ccccc1	-3	-58	7	-13	-50	3	4	-10
SMILES	PGC1a acetyl inh	PAX8 reporter	Cneo AK release	ARNT TACC3 PPI	LGR2 inh	Statin myotox sup	PglD DTNB	GSIS activator
Cc1nnc(NC(=O)C2CCCCC2)s1	/	/	1	-18	/	2	5	/
CS(=O)(=O)N(CC(=O)NCC1CCCO1)c1ccc(F)c(Cl)c1 (configuration not stated)	-3	/	-8	-7	/	/	-3	/
Fc1ccc(-c2csc3ncnc(N4CCc5ccccc5C4)c23)cc1	/	70*	-1	6	17	/	1	7
NC(=O)C1CCN(CCS(=O)(=O)c2ccc(Cl)cc2)CC1	-1	-2	/	-3	14	/	/	2
Oc1c(Br)cc(/C=N/n2c(-c3ccccc3)n[nH]c2=S)c(O)c1Br	-20	/	6	15	/	5	-2	/
Cc1ccc(OCC(=O)NCCNC(=O)c2cccnc2)cc1C	3	8	-1	-5	-1	-7	5	12
Cc1sc(NC(=O)c2cccnc2)nc1-c1ccccc1	/	-6	/	-9	-16	/	/	-3
CCN(CC)C(CNC(=O)c1cc(=O)[nH]c2ccccc12)c1ccccc1Cl (configuration not stated)	6	4	8	-3	1	64	4	/
CC(C)n1cc(/C=N/Nc2ccc(Cl)c(C(=O)O)c2)c2ccccc21	-9	/	0	3	/	-7	-4	/
C[C@@H]1CN([C@@H](C)CO)C(=O)c2cc(NS(=O)(=O)c3cn(C)cn3)ccc2O[C@@H](C)CCCCO[C@H]1CN(C)C(=O)Cc1ccccc1	-5	-46	1	9	-8	29	-5	0
CCn1nnc(NC(=O)c2ccc(Br)o2)n1	-3	-1	-1	2	6	-6	4	-4
O=C(NC[C@H]1N[C@H](CO)[C@H]1c1ccccc1)C1CC1	1	6	-2	7	0	7	9	4
COc1cccc(OC)c1C(=O)NC(=S)Nc1ccc2c(c1)C(=O)N(C)C2=O	11	-5	/	-5	7	/	/	-9
COC(=O)c1ccc(C(=O)Nc2ccc3nc(-c4cccnc4)[nH]c3c2)cc1	-6	33	-4	-1	/	6	1	16
COc1ccc(S(=O)(=O)N(C)C[C@H]2OCCCC[C@H](C)Oc3ccc(N(C)C)cc3C(=O)N([C@H](C)CO)C[C@@H]2C)cc1	1&2&-5	-1&32&3	-1&2&-10	5&-4	-9&4	0&-40	0&3&2	8&-3
c1ccc(Cn2c(CNc3nc4ccccc4n3CCN3CCOCC3)nc3ccccc32)cc1	/	/	5	11	/	-5	3	/
Cc1cccc(Nc2nc(-c3ccc(O)c(O)c3)cs2)n1	/	-31	-1	10	-84	-15	-6	2
Cc1ccc(NC(=O)c2ccc3c(c2)C(=O)N(c2cc(C)ccc2C)C3=O)nc1	1	-7	0	6	8	-3	0	-14
Clc1ccccc1CSc1ncccn1	-9	/	0	-2	7	-14	4	-1
CC(OC(=O)Cn1cnc2c1c(=O)n(C)c(=O)n2C)C(=O)NC1CCCCC1C (configuration not stated)	/	-9	/	-5	1	-8	/	4
C=CCn1c(SCC(=O)Nc2cc(OC)c(NC(=O)c3ccco3)cc2OC)nnc1-c1ccncc1	-14	/	13	-20	/	1	2	/
CCN(CC)CCC(c1ccc2c(c1)OCO2)c1c(OC)cc(OC)c2c(-c3ccccc3)cc(=O)oc12 (configuration not stated)	/	-11	1	26	/	-30	3	/
CC1CCN(C(c2ccc(N(C)C)cc2)c2nnnn2Cc2ccccc2)CC1 (configuration not stated)	-1	/	6	4	/	3	6	/
C[C@H](CO)N1C[C@H](C)[C@@H](CN(C)Cc2cncnc2)Oc2ncc(C#CC(C)(C)O)cc2C1=O	-2	/	-15	-3	-4	-7	2	15
CC(C)C(NS(=O)(=O)c1cccc2nsnc12)C(=O)NCc1ccc2c(c1)OCO2 (configuration not stated)	6	7	3	-15	-36	13	4	-9
SMILES	PGC1a acetyl inh	PAX8 reporter	Cneo AK release	ARNT TACC3 PPI	LGR2 inh	Statin myotox sup	PglD DTNB	GSIS activator
O=C(Nc1scc(-c2cccs2)c1C(=O)O)c1cccs1	-13	/	-1	14	/	-10	-2	/
N#Cc1cc(C(=O)Cc2ccccc2)c[nH]1	6	2	15	-3	-9	2	4	12
COC(=O)[C@@H]1[C@@H](CO)[C@@H]2Cn3c(ccc(-c4cccc(F)c4)c3=O)[C@@H]2N1Cc1ccncc1	0	-6	/	/	-4	/	/	-11
CC(=O)c1ccc(NC(=O)CN2C(=O)NC3(CCCc4ccccc43)C2=O)cc1 (configuration not stated)	-1	6	-1	5	-2	-2	-11	5
CCCC(=O)Nc1ccc2c(c1)OC[C@@H](C)N(Cc1cc(F)ccc1F)C[C@@H](C)[C@H](OC)CN(C)C2=O	-13	/	6	/	-8	41	1	-26
CCC(=O)N1C[C@@H](C)[C@@H](OC)CN(C)C(=O)c2cc(NC(=O)C3CCOCC3)ccc2OC[C@H]1C	3	-17	-3	-15	-1	10	0	1
CC(=O)Oc1ccc2nc(/C=C/c3ccccc3)oc(=O)c2c1	5	6	-5	-4	6	5	3	-5
c1ccc(-c2cnc(-c3ccccc3)nc2)cc1	-2	/	-18	-4	56*	-16	6	6
CC(=O)Nc1nonc1-c1nc2ccccc2n1CCC(C)C	4	/	-2	-4	/	-12	3	/
COc1cc(/C=C(\C#N)C(=O)N2CCc3ccccc32)ccc1O	-3	1	-7	0	3	1	2	5
Cc1cccc(-c2cc(C(=O)NCc3ccccn3)c3ccccc3n2)c1	/	-5	/	14	5	/	/	-23
O=C(NCC1CCCCC1)[C@H]1[C@H](CO)[C@H]2Cn3c(ccc(C4=CCCC4)c3=O)[C@@H]1N2C(=O)CC1CC1	0	-6	0	-14	-10	-1	-2	-11
C=CCn1c(SCN2C(=O)c3ccccc3C2=O)nc2ccc(Cl)cc2c1=O	/	37	-2	-4	2	/	4	-9
COCCNC(=O)C(=O)N/N=C/c1cccs1	/	9	/	-2	1	/	/	-46
O=S1(=O)CC(N2CCN(CCO)CC2)CN1C1CCCCC1 (configuration not stated)	11	0	1	/	-20	4	-1	1
COCCNC(=O)[C@@H]1[C@@H](CO)[C@@H]2Cn3c(ccc(C4=CCCCC4)c3=O)[C@H]1N2Cc1cocn1	2	-19	-2	5	3	9	3	4
Cc1cc(C)c(NC(=O)COC(=O)Cc2cccs2)c(C)c1	/	-1	/	-1	-1	-1	/	2
CN(C)S(=O)(=O)c1ccc(/C(O)=C2/C(=O)C(=O)N(CCCN3CCOCC3)C2c2ccncc2)cc1 (configuration not stated)	11	23	-2	33	1	-5	-2	5
O=C(C[C@@H]1CC[C@H]2[C@@H](COC[C@@H](O)CN2Cc2ccccc2F)O1)N[C@H]1CCN(Cc2ccccc2)C1	9	13	2	-4	6	1	4	-14
O=[N+]([O-])c1ccc(S(=O)(=O)N/N=C/c2ccc3c(c2)OCO3)cc1	/	-42	-4	6	-108	4	2	-2
CC(CCCN(C)C)C(Cc1ccccc1)c1ccccc1 (configuration not stated)	5	-21	2	/	0	/	2	-14
COCCSc1ccccc1C(=O)Nc1ccc(Cl)cn1	15	-14	-2	-7	/	/	-4	/
Cc1cccc(C(=O)O)c1O	-1	/	-1	/	/	5	-2	/
